TAAR1 antagonist = human TAAR1 antagonism; CHO RD-HGA16 TAAR1, Fluo-8 calcium fluorescence, antagonist; actives 1.5% (n = 360,000); inhibition, % at 3 µM;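 active = inhibition above a per-plate cutoff, the mean inhibition of test compounds on that plate plus 3 SD, cut at about 49% in these data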;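 also: 0% = DMSO plus EC80 beta-PEA response and 100% = DMSO alone without agonist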
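Test system: hTAAR1-expressing CHO RD-HGA16 cells, Gα16-coupled; Probe or stimulus: EC80 β-phenethylamine stimulus; Compound dosing: single nominal final test compound concentration of 3 µM; Timing: 140 s kinetic read after compound, 140 s after agonist; Signal: Fluo-8 calcium-sensitive fluorescence; Measure: % inhibition of agonist calcium response; Controls: DMSO and EC80 PEA controls.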
CHO parental Ca = counter-screen for OX1R antagonists: effect in parental CHO cells | actives 0.63% (n = 330,000) | parental CHO-K1, ATP-induced calcium, Fluo-8 fluorescence | AID 463079 | inhibition, % at 5.6 µM;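 active = inhibition above that plate's mean sample inhibition plus 3 SD, cut at about 26% in these data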;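 also: 0% = ATP-challenged DMSO wells and 100% = DMSO wells without ATP; some compounds past the cut are filed as inactive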
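Test system: untransfected parental CHO cell line. Compound: one dose, 5.6 µM nominal. Detection: intracellular calcium via Fluo-8 no-wash fluorescent dye. Measure: % inhibition. Benchmarks: ATP-challenged DMSO wells low, unchallenged DMSO wells high.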
M1 ag parental = nonselective activator or artifact in parental CHO-K1 cells. Fluo-8 calcium fluorescence; scaled to maximal ATP response, vehicle zero. activation, % at 3 µM. AID 602248. actives 0.48% (n = 360,000); in the data active = activation above about 15%;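 also: untransfected CHO-K1 host cells lacking M1 receptor as counterscreen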
CHO-K1 Ca antag = M1 antagonist counterscreen hit in parental CHO-K1 cells. ATP-induced calcium, Fluo-8 fluorescence. inhibition, % at 3 µM. actives 0.6% (n = 360,000). AID 602250;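 active = inhibition above a per-plate cutoff, the plate's mean sample inhibition plus 3 SD, cut at about 24% in these data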;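 also: 0% = DMSO plus EC80 ATP and 100% = DMSO alone without ATP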
CHRM1 antagonist = human CHRM1 antagonism. P11229. CHO-K1 hM1, Fluo-8 calcium fluorescence, ACh EC80 antagonist. inhibition, % at 3 µM. actives 1.3% (n = 360,000). AID 588852;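 active = percent inhibition above its own plate's cutoff, namely the mean of that plate's compound wells plus 3 SD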;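 also: peak over basal fluorescence ratio during 140 s after agonist addition; 0% = ACh EC80 plus DMSO and 100% = DMSO alone without agonist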
Target sequence (P11229 whole entry, looked up): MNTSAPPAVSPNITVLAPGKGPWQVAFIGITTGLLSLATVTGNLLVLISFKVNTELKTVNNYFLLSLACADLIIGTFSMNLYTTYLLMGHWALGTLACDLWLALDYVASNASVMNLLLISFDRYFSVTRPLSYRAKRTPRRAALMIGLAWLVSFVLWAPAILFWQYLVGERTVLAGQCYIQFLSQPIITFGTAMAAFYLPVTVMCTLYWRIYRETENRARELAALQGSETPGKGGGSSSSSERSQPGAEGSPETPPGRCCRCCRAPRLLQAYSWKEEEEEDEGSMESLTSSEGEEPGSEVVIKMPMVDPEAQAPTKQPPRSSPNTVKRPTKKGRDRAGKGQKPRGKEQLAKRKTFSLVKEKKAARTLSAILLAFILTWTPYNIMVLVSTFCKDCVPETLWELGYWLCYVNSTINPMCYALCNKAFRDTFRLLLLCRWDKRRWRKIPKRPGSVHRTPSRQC
M1 PAM parental = M1 PAM counterscreen hit in parental CHO-K1 cells. ATP EC20, Fluo-8 calcium fluorescence; 0% at ATP EC20, 100% at ATP max. actives 0.02% (n = 360,000). activation, % at 3 µM;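 active = activation above the run cutoff, the mean activation of all test compounds plus 3 SD, cut at about 40% in these data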;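 also: peak over basal fluorescence ratio in a 140 s read after ATP addition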
CHRM1 agonist = human M1 muscarinic receptor agonism. CHO-K1 hM1, Fluo-8 calcium fluorescence, agonist mode; 0% DMSO, 100% acetylcholine EC100. activation, % at 3 µM. AID 588814. actives 0.33% (n = 360,000). P11229;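 active = activation above the run's mean compound activation plus 3 SD, cut at about 16% in these data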;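 also: peak over basal fluorescence ratio within a 140 s kinetic read after compound addition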
TAAR1 ag = human TAAR1 agonism; CHO RD-HGA16 TAAR1, Fluo-8 calcium fluorescence; vehicle wells 0%, saturating PEA agonist 100%; Q96RJ0; activation, % at 3 µM; actives 0.99% (n = 360,000);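 active = activation above the mean activation of all test compounds in the run plus 3 SD, cut at about 38% in these data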
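Repeats: no replicates (n 1) | Material: CHO-derived RD-HGA16 cells with stable Gα16 and human TAAR1 | Technique: Kinetic Fluo-8 calcium fluorescence | Schedule: 17-24 h seeding, 75 min 37 °C dye, 30 min RT | Evaluation: % activation from peak over basal fluorescence ratio, DMSO-to-PEA scaled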
OXTR potentiate = potentiates the human oxytocin receptor response; activation, % at 3 µM; CHO-OTR cells, Fluo-8 calcium fluorescence, potentiator mode; 0% = oxytocin EC15, 100% = EC100; AID 2445; P30559; actives 0.061% (n = 320,000);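 active = activation above that plate's cutoff, the mean activation of tested compounds plus 3 SD, cut at about 6.6% in these data, passing the limit was not always enough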;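 also: 100% uses oxytocin at 75 nM as the full agonist control; some results filed as inactive read as strong as hits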
Target sequence (P30559 whole entry, looked up): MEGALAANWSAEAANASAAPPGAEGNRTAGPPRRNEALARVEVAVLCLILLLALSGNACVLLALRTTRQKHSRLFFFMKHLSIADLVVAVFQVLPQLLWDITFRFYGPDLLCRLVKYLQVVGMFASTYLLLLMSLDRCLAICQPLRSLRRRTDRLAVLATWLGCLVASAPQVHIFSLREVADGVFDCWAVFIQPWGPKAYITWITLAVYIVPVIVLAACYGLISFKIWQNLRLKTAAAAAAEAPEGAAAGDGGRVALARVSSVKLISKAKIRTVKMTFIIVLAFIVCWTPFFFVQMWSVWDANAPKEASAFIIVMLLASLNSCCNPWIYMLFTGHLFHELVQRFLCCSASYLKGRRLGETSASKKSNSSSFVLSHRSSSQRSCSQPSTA
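Dosing: Single dose, 3.0 µM nominal final compound concentration | Material: Human OTR in CHO cells | Technique: Kinetic Fluo-8 calcium fluorescence | Benchmarks: EC15 oxytocin alone as 0%, 75 nM oxytocin as 100% | Probe or stimulus: Oxytocin at about EC15, sub-maximal agonist stimulus | Incubation: Compound 6 min at room temperature before oxytocin, 100 s read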
* hit, by the source's call; · = no result given. Rows were taken by chance. About 4.2% of those tested had a hit in this group.

SMILES | TAAR1 antagonist | CHO parental Ca | M1 ag parental | CHO-K1 Ca antag | CHRM1 antagonist | M1 PAM parental | CHRM1 agonist | TAAR1 ag | OXTR potentiate
CCc1ccc2c(CN(C)Cc3ccc(OC(F)F)c(OC)c3)cc(=O)oc2c1 | 15 | -16 | 0.0 | -8 | -15 | 6 | -4 | 4 | -7
CCc1ccccc1NC(=O)c1cnccn1 | 2 | · | 0.3 | -17 | -5 | 5 | -5 | 0 | ·
O=S(=O)(NCCN1CCCC1)c1cccc2cccnc12 | -18 | -1 | 0.4 | -11 | -11 | 18 | -9 | 1 | -1
O=C(COC(=O)C1CC(=O)N(Cc2ccccc2)C1)c1ccc(F)cc1 (stereo not given) | -2 | -5 | -0.4 | -15 | 1 | 15 | -4 | 4 | -5
CC/C=C\C/C=C\C/C=C\CCCCCCCC(=O)O | -14 | -15 | 0.1 | -5 | -13 | 10 | 3 | 4 | -1
COc1cccc(/C(O)=C2/C(=O)C(=O)N(c3cc(C)on3)C2c2cccs2)c1 (stereo not given) | -7 | -4 | -0.1 | -10 | -27 | 12 | -3 | 11 | -5
C=CCN1C(=O)/C(=C2/Sc3ccccc3N2C)SC1=Nc1c(C)n[nH]c1C | · | -13 | 0.8 | -14 | -6 | 14 | -3 | · | -10
Cc1ccc(-c2nnc(SCC(=O)NC3CC3)n2N)cc1 | -15 | -7 | 0.0 | -10 | -5 | -2 | -3 | 8 | -5
Cc1noc(C)c1COc1ccc(C(=O)OCC(=O)Nc2c(C)n(C)n(-c3ccccc3)c2=O)cc1 | 15 | 4 | 0.1 | -2 | -5 | -8 | -5 | 2 | -4
COC(=O)c1ccc2cc(OC)c(OC)cc2c1 | -12 | · | 0.2 | 8 | 7 | -3 | -4 | -2 | ·
Cc1nc2ccccc2c(=O)n1NC(=O)c1cccc(Cl)c1 | -9 | -2 | 5.8 | 0 | 13 | 10 | -4 | 2 | -10
Cc1cc(C(=O)NCc2csc(-c3ccccc3)n2)no1 | -18 | -12 | 1.5 | 0 | -18 | -14 | 0 | 0 | -1
COc1ccc(S(=O)(=O)N2CCC(C(=O)NC3CCCC3)CC2)cc1C | -8 | -5 | -0.9 | 8 | -6 | -10 | 2 | -4 | -1
COc1ccc2c(c1)CCc1c(C(=O)NCc3ccc(F)cc3)noc1-2 | -6 | -8 | 0.2 | 4 | -16 | 10 | 1 | -2 | 2
CC1CN(c2ncnc3c2c(-c2ccccc2)cn3-c2ccc(F)cc2)CC(C)O1 (stereo not given) | 43 | -32 | 2.3 | -6 | 8 | 14 | -2 | 9 | 0
CCN(CC(=O)Nc1ccc(OC)cc1)C(=O)CCc1nc2ccccc2c(=O)[nH]1 | -13 | -5 | 0.3 | 3 | -18 | -7 | -2 | 1 | -1
Cn1cc2c(=O)n(/N=C/c3ccccc3)cnc2n1 | -6 | -11 | 0.1 | 4 | -8 | 15 | -4 | 10 | -3
CCCCCCC(=O)N/N=C/c1ccco1 | -6 | -10 | -0.4 | -7 | -8 | 15 | -10 | 1 | -11
O=C(O)c1ccc(S(=O)(=O)N2CCC(Cc3ccccc3)CC2)cc1 | 7 | 4 | 0.1 | -4 | 5 | 4 | -2 | 4 | -7
COC(=O)c1sccc1NC(=O)CSc1nnnn1-c1ccccc1C | -1 | -6 | 0.6 | -10 | -8 | 20 | -5 | 15 | -7
Cc1c(C(=O)NCc2cccc(Cl)c2)sc(=O)n1Cc1ccc(C(=O)N(C)C)cc1 | 2 | · | 4.6 | -8 | -9 | 10 | 0 | 3 | ·
Cc1ccc(Nc2ccc(C(N)=O)cc2[N+](=O)[O-])cc1 | -6 | -9 | 0.1 | 4 | 16 | -14 | -6 | -3 | -2
CC(C)(C)NC(=O)CSc1nnnn1C(C)(C)C | -7 | -13 | 0.0 | -1 | -9 | 20 | -3 | 0 | -1
O=[N+]([O-])c1cc(S(=O)(=O)NC2=NCCCCC2)ccc1NCC1CCCCC1 | 12 | -2 | 4.3 | 0 | 14 | -2 | -6 | 1 | -11
O=C(COc1nncc2ccccc12)Nc1c(F)c(F)c(F)c(F)c1F | -7 | -9 | 0.9 | -13 | -9 | 12 | -3 | 2 | -6

Reformatted in CSV form: part of the list above.
Molecule,TAAR1 antagonist,CHO parental Ca,M1 ag parental,CHO-K1 Ca antag,CHRM1 antagonist,M1 PAM parental,CHRM1 agonist,TAAR1 ag,OXTR potentiate
COc1ccc(S(=O)(=O)N2CCC(C(=O)NC3CCCC3)CC2)cc1C,-8,-5,-0.9,8,-6,-10,2,-4,-1
COc1ccc2c(c1)CCc1c(C(=O)NCc3ccc(F)cc3)noc1-2,-6,-8,0.2,4,-16,10,1,-2,2
CC1CN(c2ncnc3c2c(-c2ccccc2)cn3-c2ccc(F)cc2)CC(C)O1 (stereo not given),43,-32,2.3,-6,8,14,-2,9,0
CCN(CC(=O)Nc1ccc(OC)cc1)C(=O)CCc1nc2ccccc2c(=O)[nH]1,-13,-5,0.3,3,-18,-7,-2,1,-1
Cn1cc2c(=O)n(/N=C/c3ccccc3)cnc2n1,-6,-11,0.1,4,-8,15,-4,10,-3
CCCCCCC(=O)N/N=C/c1ccco1,-6,-10,-0.4,-7,-8,15,-10,1,-11
O=C(O)c1ccc(S(=O)(=O)N2CCC(Cc3ccccc3)CC2)cc1,7,4,0.1,-4,5,4,-2,4,-7
COC(=O)c1sccc1NC(=O)CSc1nnnn1-c1ccccc1C,-1,-6,0.6,-10,-8,20,-5,15,-7
Cc1c(C(=O)NCc2cccc(Cl)c2)sc(=O)n1Cc1ccc(C(=O)N(C)C)cc1,2,·,4.6,-8,-9,10,0,3,·
Cc1ccc(Nc2ccc(C(N)=O)cc2[N+](=O)[O-])cc1,-6,-9,0.1,4,16,-14,-6,-3,-2
CC(C)(C)NC(=O)CSc1nnnn1C(C)(C)C,-7,-13,0.0,-1,-9,20,-3,0,-1
O=[N+]([O-])c1cc(S(=O)(=O)NC2=NCCCCC2)ccc1NCC1CCCCC1,12,-2,4.3,0,14,-2,-6,1,-11
O=C(COc1nncc2ccccc12)Nc1c(F)c(F)c(F)c(F)c1F,-7,-9,0.9,-13,-9,12,-3,2,-6

Remaining list, next part.
SMILES | TAAR1 antagonist | CHO parental Ca | M1 ag parental | CHO-K1 Ca antag | CHRM1 antagonist | M1 PAM parental | CHRM1 agonist | TAAR1 ag | OXTR potentiate
Clc1cccc(N=NN2CCOCC2)c1Cl | 7 | -7 | 0.9 | 5 | -5 | -10 | 0 | 16 | -7
O=S1(=O)OCCC(c2ccccc2)N1Cc1ccccc1 (stereo not given) | 17 | -8 | 8.1 | 2 | -9 | 0 | 3 | 1 | -5
O=C(Nc1cccc(Cl)c1)C1CCN(C(=O)c2cccs2)CC1 | -18 | 5 | 1.8 | -6 | -4 | 8 | -1 | 6 | -7
C=CCC1(CC=C)CCCN1C(=O)C1CCC(=O)N(CCc2ccc(OC)cc2)C1 (stereo not given) | -5 | 7 | 0.6 | -20 | 0 | 17 | -4 | -3 | -9
CC[C@@H](C)[C@@H]1CN([C@@H](CN2CCC[C@H]2CN2C(N)=NC[C@H]2CC(C)C)C(C)C)C(=N)N1CCc1ccc(Cl)c(Cl)c1 | -16 | -31 | -0.1 | -1 | 32 | 14 | -11 | 4 | -7
COc1ccc(S(=O)(=O)N(C)CC(=O)Nc2ccccc2OC)cc1 | 4 | -7 | 1.0 | -16 | 0 | 21 | -3 | 12 | -1
C=CCNC(=S)Nc1ccc2cn[nH]c2c1 | -1 | -4 | 0.1 | -13 | -13 | 12 | -2 | 0 | -1
Cc1ccc(NC(=O)c2cccc(S(=O)(=O)N3CCN(c4ccc(F)cc4)CC3)c2)nc1 | 0 | 8 | 6.2 | -4 | -3 | 5 | 0 | -1 | -7
COc1ccccc1CN1CC(C(=O)NCCc2ccc(Cl)cc2)CC1=O (stereo not given) | -5 | -17 | 0.7 | -14 | -25 | 9 | -2 | 10 | -9
Cc1cc(=O)oc2cc(Oc3ncccn3)ccc12 | 4 | -13 | 0.9 | -30 | -13 | 22 | -2 | 12 | 6
COc1ccc(CCn2c(C)c(C(C)=O)c3cc(OC(=O)c4ccco4)ccc32)cc1OC | -1 | -24 | 0.3 | 7 | -1 | 16 | -2 | 8 | -3
Cc1ccc(C(=O)CSc2nnc(-c3ccco3)o2)o1 | 2 | 0 | -0.1 | 1 | -4 | 18 | -6 | 3 | 0
O=C(CSc1nc2[nH]ncc2c(=O)[nH]1)NCc1ccccc1 | -4 | -6 | 1.3 | -14 | -11 | 30 | -7 | -1 | -4
COc1cccc(Nc2nc3ccccc3n3nnnc23)c1 | 13 | -26 | 0.5 | -6 | -3 | 12 | -5 | 4 | -16
O=C(O)CCc1ccc(-c2ccc(Cl)cc2)n1Cc1ccco1 | 9 | -2 | -0.1 | -12 | -8 | -3 | -3 | 0 | -2
COc1cc(C)ccc1OCc1cc(C(=O)N(C)CCCN2CCOCC2)no1 | -4 | -24 | 0.6 | -1 | -11 | 6 | -5 | -1 | -5
COCC(=O)N1CCCc2ccccc21 | -15 | -17 | 0.9 | -7 | -4 | 10 | -3 | 4 | -9
CN(C(=O)c1ccc(OC2CCN(CCc3ccccc3)CC2)cc1)C1CCOC1 (stereo not given) | -3 | -15 | 15 | -5 | -13 | 19 | -14 | 16 | -26
COc1ccccc1C(=O)C1CCCN(Cc2ccc(Oc3ncccn3)cc2)C1 (stereo not given) | -9 | -21 | -0.2 | -9 | 0 | 16 | -6 | 0 | -1
COc1ccc(OC)c(C(=O)CCCC(=O)c2cc(OC)ccc2OC)c1 | 14 | -17 | 4.0 | -5 | -11 | -3 | -3 | 1 | -4
CCOCCCN(C(=O)c1ccco1)C(C(=O)NC1CCCC1)c1cccc(OC)c1OC (stereo not given) | -10 | · | -0.4 | 7 | 1 | -3 | -1 | 4 | ·

From PubChem BioAssay
